High-throughput results from PubChem.
RORg inh – blocks mouse ROR gamma transcriptional activity; hit rate 5.4% among 310,000; Drosophila S2 Gal4-RORgamma UAS-luciferase reporter, 20 h; Potency, µM (titrated, usually from 53.6 µM), for inactives: top-dose activity change, negative = inhibition, usual class: inhibitors; P51450; AID 2551; also: potency is read from the fitted curve at half-maximal effect; % is scaled to controls: 0 for no effect and ±100 for the full control effect; nearly all actives have a fitted effect of over 60% in size
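Drosophila S2 cells stably expressing Gal4-DBD/mouse RORγ fusion under metallothionein promoter plus UAS-luciferase; compound 1 h, then 700 uM CuSO4 induction for 20 h at ambient temperature; inhibition read as reduced luminescence.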
Rab9 prom act – activators of Rab9 promoter. hit rate 2.8% among 320,000. Potency, µM (titrated, usually from 9.22 µM), inactives show at the highest dose activation, negative = inhibition, actives largely listed as activators. AID 485297. Huh7 Rab9 promoter-luciferase reporter, luminescence, 24 h; also: potency is read from the fitted curve at half-maximal effect; % of control where 0% means no effect; nearly all actives have a fitted effect of over 60% in size
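Measured in stably transfected Huh7 cells bearing a Rab9 promoter–luciferase construct: 24 h compound treatment at 37 °C, followed by luminescence detection.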
VP16 counter – inhibits Gal4-VP16 luciferase reporter, ROR gamma counter-screen | Drosophila S2 Gal4-VP16 UAS-luciferase, luminescence, 20 h | Potency, µM (highest dose often 53.6 µM), for inactives: top-dose activity, negative = inhibition, actives largely listed as inhibitors | hit rate 3.5% among 310,000 | AID 2546;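 also: Gal4-VP16 expression switched on by copper sulfate through the metallothionein promoter; potency is read from the fitted curve at half-maximal effect; % is scaled to controls: 0 for no effect and ±100 for the full control effect; nearly all actives have a fitted effect of over 50% in size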
BRCA1 expr act – BRCA1 expression activation | MCF7-BRCA1-FFLuc reporter, luminescence, 48 h; response scale: scaled: vehicle 0%, 10 µM genistein 100% | Potency, µM (top dose mostly 46.1 µM), for inactives: at the highest dose activation, hits mostly activators | hit rate 1.1% among 380,000 | AID 624202; also: potency is read from the fitted curve at half-maximal effect; nearly all actives have a fitted effect of over 80% in size; some results filed as inactive show a strong effect at the top dose
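Quantitative HTS in MCF7 cells stably reporting BRCA1 expression via firefly luciferase. Compound treatment lasts 48 h at 37 °C in phenol-red free MEM. Activation is expressed relative to genistein at 10 microM and DMSO.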
p53 reactivator – re-activators of mutant p53 | H1299 p53-A138V BP100-luciferase reporter, luminescence, 24 h | Potency, µM (highest dose often 92.2 µM), inactives show at the top dose activity change, positive = activation, usual class: activators | hit rate 0.063% among 320,000; also: potency is read from the fitted curve at half-maximal effect; % of control where 0% means no effect; nearly all actives have a fitted effect of over 45% in size
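p53-null H1299 cells stably carrying temperature-sensitive p53-A138V and a BP100-luciferase reporter were pinned with compounds (4-point, 1:5 series) and held 24 hrs at 37 deg C. Luminescence was read 10 min after detection reagent.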
Menin MLL FP TR – displaces Texas Red mutant MLL peptide from human menin | Menin + Texas Red MLL mutant peptide, fluorescence polarization | AID 1768 | O00255 | Potency, µM (series often up to 61.6 µM), without a hit: at the highest dose FP activity change, negative = inhibition, usual class: inhibitors | hit rate 0.23% among 270,000; active = well fitted inhibition curve with a large enough effect in the polarisation, with a control signal flat, not every such curve was filed as active; inconclusive = small, poorly fitted or top-dose-only effect, or effect the other way, or a change in a side signal; inactive = no such curve, though single readings can be large or run the other way; the % refers to the polarisation; also: potency is read from the fitted curve at half-maximal effect; % of control where 0% means no effect; many of its hits are not listed in these tables
FLuc modulator – inhibits or activates purified firefly luciferase, miR-21 counter-screen; purified FLuc, Km substrates, luminescence inhibition; Potency, µM (titrated, usually from 57.5 µM), without a hit: at the top dose activity change, negative = inhibition, actives largely listed as inhibitors; hit rate 6.9% among 360,000;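 also: potency is read from the fitted curve at half-maximal effect; plate controls were vehicle for no effect and reference inhibitor for full effect; nearly all actives have a fitted effect of over 55% in size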
Target sequence (P08659 whole entry, looked up): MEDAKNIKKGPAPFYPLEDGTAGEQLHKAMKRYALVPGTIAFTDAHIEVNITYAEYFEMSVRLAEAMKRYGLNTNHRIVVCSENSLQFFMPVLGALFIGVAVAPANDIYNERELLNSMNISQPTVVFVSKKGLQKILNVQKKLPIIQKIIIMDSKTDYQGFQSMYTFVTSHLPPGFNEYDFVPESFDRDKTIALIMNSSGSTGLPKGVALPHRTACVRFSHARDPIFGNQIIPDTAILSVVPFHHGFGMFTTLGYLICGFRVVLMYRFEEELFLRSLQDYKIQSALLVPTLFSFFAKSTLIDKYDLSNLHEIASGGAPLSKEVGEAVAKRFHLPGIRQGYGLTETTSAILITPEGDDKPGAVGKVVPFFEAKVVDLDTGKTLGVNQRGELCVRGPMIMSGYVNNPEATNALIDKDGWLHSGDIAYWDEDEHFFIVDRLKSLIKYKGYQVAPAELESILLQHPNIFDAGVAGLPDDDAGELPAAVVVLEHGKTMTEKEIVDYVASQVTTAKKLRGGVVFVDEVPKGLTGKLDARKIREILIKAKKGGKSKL
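Purified P. pyralis luciferase (10nM final) with 10uM D-luciferin and 10uM ATP (Km levels) in 50mM Tris acetate pH 7.5, 10mM Mg acetate, 0.01% Tween-20, 0.05% BSA; qHTS 6-point titration, ~60 µM downward; luminescence read.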
ELG1 genotoxic – inducers of genotoxicity in HEK293T ELG1-luciferase cells | AID 504466 | HEK293T ELG1-luciferase reporter, luminescence, 16 h | Potency, µM (top dose mostly 46 µM), without a hit: top-dose activity change, positive = activation, most hits filed as activators | hit rate 1.3% among 330,000; also: potency is read from the fitted curve at half-maximal effect; % of control where 0% means no effect; nearly all actives have a fitted effect of over 60% in size
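Genotoxicity was scored as increased ELG1-luciferase reporter signal, measured by ONE-Glo luminescence (30 min, room temperature). Compound or vehicle exposure of the HEK293T reporter cells lasted 16 hr at 37°C.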
PKM2 act – activators of human pyruvate kinase M2. P14618. purified PKM2, Kinase-Glo ATP luminescence, activation; response scale: 0% is enzyme alone, no compound. Potency, µM (top dose mostly 57.5 µM), for the others: at the highest dose activation, actives largely listed as activators. hit rate 0.34% among 260,000. AID 1631; also: potency is read from the fitted curve at half-maximal effect; % is scaled to controls: 0 for no effect and ±100 for the full control effect; nearly all actives have a fitted effect of over 55% in size
Target sequence (P14618 whole entry, looked up): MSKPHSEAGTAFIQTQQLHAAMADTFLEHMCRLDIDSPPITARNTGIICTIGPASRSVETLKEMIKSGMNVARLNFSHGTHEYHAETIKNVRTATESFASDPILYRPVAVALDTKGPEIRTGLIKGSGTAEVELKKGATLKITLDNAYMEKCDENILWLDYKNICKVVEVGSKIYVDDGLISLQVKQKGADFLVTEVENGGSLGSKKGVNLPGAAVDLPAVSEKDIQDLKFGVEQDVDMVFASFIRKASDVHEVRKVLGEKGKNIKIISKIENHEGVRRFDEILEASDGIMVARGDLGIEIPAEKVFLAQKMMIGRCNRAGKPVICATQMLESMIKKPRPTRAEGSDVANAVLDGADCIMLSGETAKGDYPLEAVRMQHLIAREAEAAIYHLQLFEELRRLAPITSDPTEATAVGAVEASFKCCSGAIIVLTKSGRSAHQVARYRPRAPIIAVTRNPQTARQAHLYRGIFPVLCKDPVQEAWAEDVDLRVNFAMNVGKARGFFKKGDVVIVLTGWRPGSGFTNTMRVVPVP
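Kinase-Glo luminescence reports ATP generated from ADP (0.1 mM) and PEP (0.5 mM) by purified hPK-M2 after 1 h at room temperature, pH 7.2 imidazole buffer; intermediate enzyme activity allows detecting inhibitors and activators.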
Giardia kill – kills Giardia lamblia | Giardia lamblia trophozoite viability | hit rate 0.15% among 340,000 | activity change, % at 7.66 µM, hits read low; in the data active = activity change below about -80%; inconclusive = between about -30% and that limit;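 also: parasites exposed to compound for two days anaerobically before the ATP read; % is scaled to controls: 0 for no effect and ±100 for the full control effect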
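Luminescent ATP signal served as the viability read-out, measured 15-30 min after adding ATP detection reagent to trophozoites that had been incubated with compounds for 48 hrs at 37 deg C anaerobically at 100 cells/well.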
NPC1 promoter act – NPC1 promoter activation; Huh7 NPC1 promoter luciferase reporter, 24 h; Potency, µM (top dose mostly 9.22 µM), for the others: top-dose activation, actives largely listed as activators; hit rate 2.4% among 320,000; AID 485313;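 also: potency is read from the fitted curve at half-maximal effect; % of control where 0% means no effect; nearly all actives have a fitted effect of over 60% in size; reporter is driven by a mutant NPC1 promoter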
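In 1536-well qHTS, Huh7 cells harboring an NPC1 promoter–luciferase construct received compound for 24 h; activation was quantified by luminescence following luciferase reagent addition.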
An asterisk follows results filed as active; ? = inconclusive; . = not tested or not shown; & = joins results of further samples; [ ] = remark or other dose. Unless noted, calls follow the shape of the dose curve; as a rule, active = well fitted curve in the direction sought with a large enough effect; inconclusive = small, poorly fitted or top-dose-only effect, or another doubt; inactive = no such curve, though single readings can be large; an effect the other way counts as inactive or inconclusive. An excerpt; the hit share may differ from the screen's.

SMILES | RORg inh | Rab9 prom act | VP16 counter | BRCA1 expr act | p53 reactivator | Menin MLL FP TR | FLuc modulator | ELG1 genotoxic | PKM2 act | Giardia kill | NPC1 promoter act
CCc1nc(N)c(C#N)c(-c2cccnc2)c1C | -5% | 4% | -3% | 2% | 0% | 3% | 2% | -6% | -2% | -14 | 0%
O=C1C=C(O)CC(c2ccc(Cl)cc2)C1 (configuration not stated) | 11% | -2% | -1% | 0% | -31% | -8% | 4% | -2% | 5% | 27 | -4%
Cc1ccccc1NC(=O)Cn1nnc2c(cnn2-c2ccc(F)cc2)c1=O | 1% | 3% | 0% | -6% | -3% | -27% | 5% | -1% | 2% | 29 | -38%[inhibitor]
O=C(Nc1c2c(nn1-c1ccccc1)CS(=O)(=O)C2)C1CCCC1 | -9% | 1% | -9% | -2% | -1% | . | 0% | 3% | -7% | -10 | 0%
O=C1c2ccccc2-c2cccc(C(=O)N3CCCCCC3)c21 | -2% | 0% | -15% | -17% | -4% | -12% | 1% | 1% | 10% | -3 | 1%
O=C(O)CCNS(=O)(=O)c1cccc(Br)c1 | 2% | 1% | 1% | 6% | -2% | . | 3% | 0% | -4% | 6 | -4%
Nc1nonc1-n1nnc(C(=O)N/N=C/c2ccc(Cl)cc2Cl)c1CN1CCOCC1 | -9% | -1% | 5% | -9% | 0% | ? | -1% | 1% | . | -1 | ?
CSc1ccc(CN2CCCC(CO)(Cc3ccccc3)C2)cc1 (configuration not stated) | -2% | -1% | 7% | 2% | 1% | -1% | -8% | -10% | -4% | 9 | -6%
CCOc1ncnc2c1oc1nc(CC(C)C)c3c(c12)CC(C)(C)OC3 | 5% | -2% | -9% | -9% | -8% | 3% | 0% | 3% | -2% | 9 | -1%
COc1ccc(NC2CCCN(C(=O)CCc3ccccc3F)C2)cc1 (configuration not stated) | 33% | 0% | 1% | -6% | 8% | -3% | -2% | 0% | 2% | -10 | -2%
CC(=O)Nc1c(F)c(F)c(F)c(F)c1F | 2% | -2% | 1% | 19% | 8% | -9% | 0% | 0% | 1% | 13 | -3%
CC(=O)NC12CC3CC(C1)CC(C(=O)OCC(=O)Nc1c(F)cccc1F)(C3)C2 | . | -5% | . | 3% | 7% | . | 0% | -1% | . | 19 | -1%
Cc1ccc2nc(C)c(C(=O)N/N=C/c3ccco3)cc2c1 | -36% | 0% | -12% | -24% | -12% | -16% | ? | 4% | 3% | 2 | 0%
O=C(NCc1ccccn1)c1c(Cl)cccc1Cl | -11% | -4% | -2% | 1% | -2% | 3% | 2% | 0% | -2% | -15 | -5%
COc1ccc(NC(C)=O)cc1NC(=O)C1CCN(C(=O)Nc2ccccc2)CC1 | . | 2% | . | -8% | -1% | . | -1% | 11% | . | 0 | -3%
CCN1CCN(C(=O)c2cc(-c3ccc(Cl)s3)nc3ccccc23)CC1 | . | -1% | . | 0% | . | -7% | 19µM* | -6% | 1% | -20 | -2%
COC(=O)C1=C(C)NC2=C(C(=O)c3ccccc32)C1c1cccc(OC)c1 (configuration not stated) | -9% | 14% | -7% | -15% | -5% | . | -3% | 4% | 1% | 0 | -1%
COC(=O)C1C2C=CC3(CN(Cc4ccco4)C(=O)C13)O2 (configuration not stated) | 6% | 1% | 14% | -2% | 8% | 0% | 0% | 12% | -7% | 3 | -1%
Cc1onc(-c2ccccc2)c1C(=O)NCc1ccc2c(c1)OCO2 | ? | 1% | -41% | 4% | 9% | 0% | -3% | 0% | -5% | 3 | 15%
O=S(=O)(c1cc(Cl)ccc1Cl)N1CC2CCCN2c2ccc(C(F)(F)F)cc21 (configuration not stated) | -18% | 1% | 14% | -34% | -6% | 9% | 4% | -4% | 3% | -3 | -6%
COc1cccc(NC(=O)CSc2nc3c(sc4ccccc43)c(=O)n2CCN(C)C)c1 | -16% | -1% | -10%[10 µM] | 25% | 4% | 2% | 5% | -7% | 2% | 19 | -2%
Cc1ccc(S(=O)(=O)N2CCOCC2)cc1C(=O)Nc1ccc2c(c1)OCCO2 | . | -3% | . | -6% | 0% | . | 1% | 3% | . | -7 | -5%
O=C(Nc1cc2c(cc1C(=O)O)OCCCO2)c1ccc(F)cc1F | 40% | 24% | 27% | ? | 11% | 1% | 21µM* | ? | . | -9 | -42%[inhibitor]
Cc1cccn2c(=O)c(/C=C(\C#N)C(N)=O)c(N3CCN(c4cccc(Cl)c4)CC3)nc12 | -1% | 9% | -5% | -49% | -6% | 6% | 0% | -10% | . | -4 | -11%
COc1ccc(C(=O)NC(=S)Nc2ccccc2N2CCOCC2)cc1Br | 6.3µM* | 3% | 6.3µM* | -49% | -6% | -1% | -1% | -5% | -8% | -2 | 3%
C=CCN(c1ccc(C(=O)OC)cc1)S(=O)(=O)c1ccccc1 | 17% | ? | 1% | 6% | -2% | -17% | -5% | -1% | 6% | 2 | 10%
COc1cccc(C(=O)NC(=S)Nc2ccccc2N2CCCC2)c1 | 4µM* | 2% | 13µM* | -52% | 0% | ? | -7% | -3% | -4% | 36[activator] | 10%
COc1cc(/C=C/CN2CCC(Oc3ccc(C(=O)N4CCCC4)cc3)CC2)ccc1O | -4% | 0% | 0% | -14% | 5% | ? | -3% | 1% | -2% | 3 | 1%
COc1ccc(/C=C2\C(=N)N3N=C(CC(=O)N4CCOCC4)SC3=NC2=O)cc1 | 2% | 1% | 2% | 20% | 1% | 1% | ? | -3%[9.26 µM] | . | -17 | -6%
CC(=O)Nc1ccc(-c2sc(Nc3cccc4ccccc34)n[n+]2-c2ccccc2)cc1 | -2% | 9% | -2% | -48% | 4% | 20% | 0% | 0% | 2% | -7 | -7%
CC(C)CN(C(=O)Cn1c(C(F)(F)F)nc2ccccc21)C1CCS(=O)(=O)C1 (configuration not stated) | . | -1% | . | -13% | 1% | . | -2% | 0% | . | 9 | -1%
CC(=O)C(Cc1ccc(Cl)nc1)Cc1ccc(Cl)nc1 | 11% | -3% | -1% | 7% | -3% | 0% | 2% | 0% | 1% | -19 | -1%
CCCS(=O)(=O)N1CCCC(C(=O)NCCCN(Cc2ccccc2)C(C)C)C1 (configuration not stated) | -2% | ? | -2% | 4% | -1% | 7% | 6% | -3% | -1% | 0 | -2%
CC(NC(=O)C1CCC(=O)N1Cc1ccccc1Cl)c1ccccc1 (configuration not stated) | -8% | -7% | -10% | -7% | 1% | -26% | -1% | -3% | . | 5 | 1%
COc1ccccc1NC(=O)NCC(c1ccco1)N1CCCCC1 (configuration not stated) | -36% | 2% | 14% | -15% | 4% | -1% | 3% | 0% | -3% | 6 | 1%
Cc1ccc2cc(CN(c3ccc(C)c(C)c3)S(C)(=O)=O)c(=O)[nH]c2c1 | 7% | -2% | -15% | -31% | 0% | 1% | -12% | -7% | 2% | -18 | 1%
CCOc1ccc(CN2CCNC(=O)C2CC(=O)N(C)C2CCCCC2)cc1 (configuration not stated) | -5% | 4% | 1% | -1% | 0% | -18% | 1% | 0%[9.26 µM] | . | 3 | -2%
COc1ccc(CCn2cnc3c([nH]c4ccccc43)c2=O)cc1 | 23% | -1% | 10% | 55% | -1% | . | 3% | -2% | -1% | -22 | 2%
COc1ccc(/C=C/C(=O)NCc2cn(C)nc2C)cc1COc1ccc(Cl)cc1Br | ? | -1% | ? | 4% | -13% | 12% | 7% | 3% | 0% | 7 | -13%
Cn1c[n+](C)cc1-c1ccc(/C(N)=N/O)cc1 | -9% | 0% | 9% | 1% | 16% | 3% | -2% | 2% | -19% | 7 | 0%
CCOc1ccsc1C(=O)O | -5% | -2% | -3% | -8% | -4% | . | 5% | 0% | 3% | -19 | 1%
CCN(Cc1ccccc1)C(=O)c1cc2c(=O)oc3ccc(C)cc3c2s1 | 30% | -1% | -20% | -6%&6% | -9% | -18% | 2%&-16% | -4% | -9% | -4 | 0%
CCCCc1cc(=O)oc2cc(C)cc(OCC(=O)NCC3CCC(C(=O)O)CC3)c12 (configuration not stated) | -28% | -3% | -6% | -7% | . | 3% | -2% | 7% | -2% | 20 | -2%
Cc1cccc2c(=O)cc(C)n(Cc3ccccc3)c12 | -3% | -8% | -20% | -22% | 8% | 11% | -4% | 5% | 10% | 44[activator] | -2%
COc1cccc(C(=O)Nc2ccc(NC(=O)C3CCCCC3)nc2)c1 | 23% | 0% | 6% | 16% | -14% | 32%[activator] | 2% | -6% | 4% | 6 | -2%
C=CCN1C(=O)C2C3C=CC(C2C1=O)C1C2C(=O)N(CC=C)C(=O)C2C31 (configuration not stated) | 8% | -5% | 5% | 39% | 0% | -1% | 0% | -3% | -2% | 1 | 2%
